Assay outcomes from PubChem BioAssay.
H9c2 TAG inh: inhibitors of triacylglycerol accumulation. H9c2 cells, Nile Red lipid (TAG) fluorescence; cells loaded with 200 µM oleic acid. inhibition, % at 12.5 µM. 230,000 compounds, 0.66% hits;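 active = pattern-corrected inhibition of lipid staining of at least 50% with the nuclear-stain viability signal not falling by more than 50%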;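 also: 0% = DMSO wells and 100% = triacsin C control wells; some results filed as inactive read as strong as hits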
H9c2 TAG inh DAPI viability: recorded beside H9c2 TAG inh, whose call it bears; DAPI nuclei signal change (viability), lower = more cytotoxic, %;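 whole-well DAPI fluorescence read on a plate reader as a viability signal; minus 50 percent equals half of cells still viable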
An asterisk follows results filed as active.

Start of the listing, in advance:
Compound,H9c2 TAG inh,H9c2 TAG inh DAPI viability
CC(=O)Nc1cccc(NS(=O)(=O)c2c(C)noc2C)c1,6.0,-1.3
COc1ccc(NS(=O)(=O)c2cc(C)ccc2NC(=O)c2cc(C)oc2C)cc1,62.0*,-35.0*

The listing, previewed entries included:
Compound,H9c2 TAG inh,H9c2 TAG inh DAPI viability
CC(=O)Nc1cccc(NS(=O)(=O)c2c(C)noc2C)c1,6.0,-1.3
COc1ccc(NS(=O)(=O)c2cc(C)ccc2NC(=O)c2cc(C)oc2C)cc1,62.0*,-35.0*
O=C(O)CCC(=O)N1CCc2cc(S(=O)(=O)N3CCN(c4ccc(F)cc4)CC3)ccc21,-16.1,0.6
C/C=C(\C)c1nnc(NC(=O)C(C)C)s1,13.3,3.5
Cc1ccc(N(CC(=O)Nc2ccc(F)cc2)S(=O)(=O)N2CCCC2)cc1,10.7,5.7
O=c1oc2cc(O)ccc2cc1-c1ccc(F)cc1,11.8,83.1
CNC(=O)COc1ccc(S(=O)(=O)N2CCCC2)cc1,-1.1,-5.3
CCC(C)NC(=O)Cc1c(OC)ccc2cc(Br)ccc12 (stereo not given),2.7,-8.7
O=C(Oc1ccc2c3c(c(=O)oc2c1)CCCC3)c1cccs1,3.5,61.8
Cn1cnnc1Sc1ccc(/C=C(\CCC(=O)O)c2nc3ccccc3s2)cc1[N+](=O)[O-],-5.0,0.9
O=C(Nc1ccc(N2CCOCC2)c(Cl)c1)c1c(F)c(F)c(F)c(F)c1F,38.7,-12.4
CC(=O)c1cc2c(cc1NC(=O)CCc1c(C)nc3ncnn3c1C)OCO2,19.0,2.9
CC(=O)N1CCN(C(=O)c2cc(C)oc2C)CC1,5.2,1.1
CC#CCN1C=C(C(=O)OCC)C(C)N(Cc2ccc(Br)cc2)S1(=O)=O (stereo not given),-38.1,-3.5
O=C(CCN1CCOCC1)Nc1ccccc1,8.2,7.4
Cc1ccc(-n2nnnc2SCC(=O)N2CCCCC2)cc1,10.2,2.2
CC1=C(C)[N+](=O)C2(O)CCCCC2(C)N1[O-] (stereo not given),-7.0,1.4
CCN(CC(=O)Nc1c(F)cccc1F)C(=O)CCSc1ccc(F)cc1,6.4,3.5
Cc1[nH]n(C(N)=S)c(=O)c1N=Nc1ccc2ccccc2c1,4.0,-4.3
CCCCN(C)C(=O)c1coc(=O)c2ccccc12,-6.0,-0.4
COc1ccc(C2=CC(=O)C[C@H](c3ccc(Cl)cc3)C2)cc1,18.6,-10.6
FC(F)(F)c1nc2cc3nc4ccccc4[nH]c3cc2n1,9.4,11.3
CC(=O)Nc1ccc(S(=O)(=O)NCCC(=O)OCC(=O)NC(C)c2ccc(Cl)cc2)cc1 (stereo not given),-1.7,-5.3
COc1ccccc1N1CCN(c2ccc([N+](=O)[O-])cn2)CC1,4.8,-9.9
COc1ccc(NC(=O)N(C)C[C@@H]2Oc3ncc(Br)cc3C(=O)N([C@@H](C)CO)C[C@@H]2C)cc1,-2.5,0.8
Cc1noc(NC(=O)c2ccccc2C(F)(F)F)c1C#N,5.7,-8.2
O=C1N=C(N2CCOCC2)S/C1=C/c1ccc(-c2ccc(F)cc2)o1,66.1*,-38.7*
Cc1cccc(NC(=O)c2ccc(N3CCOCC3)c([N+](=O)[O-])c2)n1,-18.2,2.5
COc1ccc(CCN2C(=O)CC(N3CCN(S(=O)(=O)c4ccccc4)CC3)C2=O)cc1 (stereo not given),4.9,-0.5
C=CCOc1ccc(/C=N/Nc2ccccn2)cc1OC,-11.5,1.9
CSc1nnc(-c2cccn(Cc3cccc(Cl)c3)c2=O)o1,-4.5,29.4
Cc1ccccc1CC(=O)c1ccc(O)c(C)c1O,-20.3,10.2
COc1ccc(CC(=O)N/N=C(\C)c2cccnc2)cc1,2.2,-2.6
COC(=O)c1cc(NS(=O)(=O)c2ccc(OC)c(OC)c2)ccc1Cl,-13.4,9.2
COc1c(C(=O)Nc2c(C)n(C)n(-c3ccccc3)c2=O)ccc2ccccc12,22.6,-5.5
O=C1CCCCC1(c1ccccc1)c1ccccc1,6.2,1.4
O=C(COC(=O)c1ccc(Cl)nc1)NC(=O)c1ccc(OC(F)F)cc1,2.0,-2.2
CC(C)c1ccc(CC(NC(=O)c2ccccc2)C(=O)NCC(=O)O)cc1 (stereo not given),0.7,4.5
CCCOc1ccc(/C(O)=C2/C(=O)C(=O)N(CCCOC)C2c2ccncc2)cc1 (stereo not given),5.1,-4.8
O=C(CCN1CCCCC1)Nc1cccc(Cl)c1,9.5,-5.0
Cc1ccc(-c2cnc(C(O)c3ccc(Cl)c(Cl)c3)[nH]2)cc1 (stereo not given),3.6,-0.6
COCCCNC(=O)CN(Cc1ccccc1)S(=O)(=O)c1ccccc1,3.2,-2.9
Cc1cc(C)nc(N2C(=O)CC(Cc3ccccc3)C2=O)n1 (stereo not given),-2.9,6.6
O=Cc1cn(CCC(=O)O)nc1-c1cccc2ccccc12,-0.7,3.7
CCc1ccc(-c2csc(NC(=O)C3=COCCO3)n2)cc1,2.7,2.1
CCc1ccccc1Oc1nc(NCCOC)nc2cc(-c3ccccc3)sc12,-0.5,13.8
CS(=O)(=O)c1cccc(C(=O)OCCCC(=O)c2ccccc2)c1,12.5,1.0
O=C(CNC(=O)c1ccccc1F)OCC(=O)c1ccc(Cl)s1,1.2,-10.9
CCn1c(-c2sc(-c3ccccc3)nc2C)n[nH]c1=S,-1.0,-7.9
O=C(Nc1cccc(NC(=O)c2ccccc2[N+](=O)[O-])n1)c1ccccc1[N+](=O)[O-],-21.3,13.5

The listing continues:
Compound,H9c2 TAG inh,H9c2 TAG inh DAPI viability
Cn1cccc1C1NC(=O)c2c(sc3c2CCC(C(C)(C)C)C3)N1 (stereo not given),26.0,-15.5
Cc1ccc2cc(C#N)c(NCc3ccccc3)nc2c1,14.4,13.8
O=C(NCC1c2ccccc2CCN1C(=O)CN1CCOCC1)C1CCCCC1 (stereo not given),-4.4,20.5
CCCN(CCC)c1ccc(C(O)c2nnc(-c3ccccc3)o2)cc1 (stereo not given),8.9,-1.0
Oc1[nH]c2ccc(Br)cc2c1N=Nc1nn[nH]n1,3.9,-5.2
CCOC(=O)c1ccc(NC(=S)N(CCCN2CCN(CC)CC2)Cc2cccs2)cc1,13.0,10.8
COc1cccc2c1OC1(C)CC2NC(=O)N1Cc1ccccc1 (stereo not given),-15.6,3.2
COc1ccc(C(=O)Nc2nncs2)cc1S(=O)(=O)N1CC(c2ccccc2)CC1=O (stereo not given),-4.6,-7.7
COC(=O)c1ccc(NS(=O)(=O)c2ccc3c(c2)n(C)c(=O)n3C)cc1,-9.9,-0.9
COCCNC(=O)C1CCCN(C(=O)c2ccc(F)c(C)c2)CC1 (stereo not given),-7.9,0.6
O=c1[nH]nc(-c2ccc(F)cc2)cc1Cc1ccc(F)cc1,-6.7,9.0
Cc1ccccc1NC(=O)CSc1nnc2ccc(-c3ccncc3)nn12,-12.7,-1.6
O=C(NCCN1CCOCC1)c1ccc2c(c1)N(Cc1ccccc1F)C(=O)CS2,6.6,-1.1
Cc1cc(C)c2nc(SCC(=O)N3CCCCC3)c(C#N)cc2c1,-4.8,-17.7
Cc1ccc(OCCC(=O)OCC(=O)Nc2ccc3[nH]c(=O)[nH]c3c2)cc1,-31.0,4.0
CCC1CCc2sc(C(=O)N(C)CC(=O)Nc3cccc(OC)c3)cc2C1 (stereo not given),19.2,-10.8
C[C@H]1CN([C@@H](C)CO)C(=O)CCCn2nncc2CO[C@H]1CN(C)C(=O)Nc1ccc(N2CCCCC2)cc1,16.0,3.2
Cc1ccc(CN2CCN(Cc3cccc(-n4cccn4)c3)CC2CCO)cc1 (stereo not given),6.0,12.1
COc1ccc(S(=O)(=O)N2CCCOC2CNC(=O)C(=O)NCCc2ccco2)cc1 (stereo not given),1.7,0.8
Cc1ccc(-n2ncc3c(NNC(=O)Cc4ccccc4)ncnc32)cc1,-3.8,-0.3
CCC(C)NC(=O)Cn1nc(C(F)(F)F)c2c1CCCC2 (stereo not given),-8.9,7.6
Cc1ccccc1NC(=S)N(Cc1cccs1)C1CCCCC1,1.4,11.1
O=c1c(C(c2ccc(Cl)cc2)c2c(O)nc3n(c2=O)CCS3)c(O)nc2n1CCS2,6.2,6.3
Cc1nn2c(N3CCN(C)CC3)c3c(nc2c1-c1ccccc1)CCCC3,57.9*,-32.7*
O=C1N/C(=C/c2ccsc2)C(=O)N1c1ccccc1,-1.2,3.7
Nc1ccn(C2CCCO2)c(=O)n1 (stereo not given),2.8,-1.0
Cc1ccc2c(c1)C(O)(c1c(C)[nH]c3ccccc13)C(=O)N2 (stereo not given),8.2,-8.6
CCN(CC)S(=O)(=O)c1ccc(N2CCOCC2)c(NC(=O)c2cc3ccccc3o2)c1,4.8,-6.2
O=C(NCCc1c[nH]c2ccccc12)C(=O)NCC1OCCCN1S(=O)(=O)c1cc(F)ccc1F (stereo not given),3.9,0.1
CCOC(=O)N1CCN(S(=O)(=O)c2ccc3c(c2)NC(=O)CO3)CC1,1.3,-3.0
COc1ccc(C(=O)N2CCC(C(=O)N3CCN(c4ccccc4)CC3)CC2)cc1,13.6,-5.2
Cc1ccc2c(c1)COc1c3ccc(C(=O)N4CCOCC4)cc3nn1-2,-11.8,5.9
O=C(c1ccc(Cn2c(=S)[nH]c3cc4c(cc3c2=O)OCO4)cc1)N1CCN(c2ccccc2)CC1,-10.3,0.5
CCOCc1nc(N)nc(N)c1-c1cccc(Cl)c1,-19.1,7.6
CCN(CC)S(=O)(=O)c1ccc(N2CCCC2)c(C(=O)OCC(=O)N2CCCC2)c1,-12.1,8.3
COc1nc(NC(C)(C)C)nc(Oc2ccc(=O)n(C)n2)n1,-15.9,2.0
CCOC(=O)Cc1csc(NC(=S)NC(=O)c2ccccc2Br)n1,-2.8,3.0
O=C(CCNS(=O)(=O)c1ccc(Cl)cc1)OCC(=O)N1CCN(C(=O)c2ccco2)CC1,6.1,0.3
NNC(=O)c1ccc(Oc2cc(Cl)cc(Cl)c2)o1,10.4,-9.1
Cc1ccc(C(=O)N2CCN(c3ccc(NC(=O)Cc4ccccc4)cc3)CC2)cc1,-2.3,-3.8
CC(C)C[C@H](NC(=O)N1CCCCCC1)C(=O)O,14.2,-2.0
COc1ccc(NC(=O)C2C3C=CC(C3)C2C(=O)O)cc1 (stereo not given),-11.1,-1.1
CC1=C(Sc2nc3ccccc3[nH]2)C(=O)NC(C)(C)C1,6.9,10.5
Cc1ccc(Cl)cc1N1C(=O)CC(Sc2ncccn2)C1=O (stereo not given),-7.8,6.7
CCOCCCNC(=O)c1ccc(N2CCOCC2)c(NS(=O)(=O)c2ccc(OC)cc2)c1,11.6,-13.3
O=C(NNC(=O)c1ccc2c(=O)n3c(nc2c1)CCC3)c1cccc(Cl)c1,7.0,-3.5
Cc1c(C(=O)NCc2ccccn2)sc(=O)n1Cc1ccc(-c2ccccc2)cc1,3.3,-4.4
CCOc1ccc(NS(=O)(=O)c2ccc(NC(=O)c3cccnc3)c(OC)c2)cc1,-1.5,4.0
Cc1ccc2c(CSc3nncn3C)cc(=O)oc2c1C,-20.5,-0.9
CCOC(=O)Cc1csc(NC(=O)COc2ccc(C)c(C)c2)n1,-14.3,10.0

Quoted from the listing (2 entries):
Compound,H9c2 TAG inh,H9c2 TAG inh DAPI viability
Nc1ccn(C2CCCO2)c(=O)n1 (stereo not given),2.8,-1.0
Cc1ccc2c(c1)C(O)(c1c(C)[nH]c3ccccc13)C(=O)N2 (stereo not given),8.2,-8.6

Other records.
Compound,H9c2 TAG inh,H9c2 TAG inh DAPI viability
COc1ccc(C(=O)N2CCCC(Nc3ccc(F)cc3)C2)cc1F (stereo not given),-13.5,0.6
CCOC(=O)c1c(C)[nH]c(C(=O)COC(=O)c2cnccn2)c1C,-12.1,0.6
Cc1ccc(NC(=O)COc2ccccc2)c(NC(=O)c2ccco2)c1,-1.3,-4.8
CCCn1c2ccccc2c2nnc(SCC(=O)Nc3nnc(CC(=O)OCC)s3)nc21,13.2,2.4
COc1ccccc1NC(=S)NCCc1c[nH]c2ccccc12,6.9,4.2
c1ccc(-n2cnnc2SCc2nc3ccccc3s2)cc1,20.1,-1.7
Cc1ccc(NS(=O)(=O)c2ccc(C(=O)NCCCN3CCCC3=O)cc2)cc1,-17.7,-1.9
COc1ccc(-c2nc(N)nc(N)n2)c(O)c1,13.6,3.5
CCOc1ccccc1Nc1nc(-c2cccnc2)cs1,-12.7,8.5
COc1ccc(C(=O)CN2C(=O)c3ccccc3C2=O)c(OC)c1,-13.2,1.4
Cc1noc(C)c1S(=O)(=O)N(C)C[C@H]1Oc2ccc(NC(=O)NC(C)C)cc2C(=O)N([C@H](C)CO)C[C@@H]1C,8.7,1.5
CC(=NNC(=O)c1cc(C)nc2ccccc12)c1ccc(N2CCOCC2)cc1,3.1,-8.9
O=c1c2ccccc2c(C=NCCc2ccccc2)c(O)n1Cc1ccccc1,3.1,0.3
NS(=O)(=O)c1ccc(CCNC(=O)COC(=O)c2nc(Cl)ccc2Cl)cc1,-4.9,9.4

Part of the list above, as labelled records.
CCOC(=O)c1c(C)[nH]c(C(=O)COC(=O)c2cnccn2)c1C
  H9c2 TAG inh: -12.1	H9c2 TAG inh DAPI viability: 0.6

CC(=NNC(=O)c1cc(C)nc2ccccc12)c1ccc(N2CCOCC2)cc1
  H9c2 TAG inh: 3.1	H9c2 TAG inh DAPI viability: -8.9

Some of the compounds tested, so the mix of outcomes need not match the whole.
